# Compound activity as filed in PubChem BioAssay.
# HIV Rev-RRE inh: disrupts HIV-1 Rev binding to RRE RNA. hit rate 0.79% among 97,000. AID 704. P05866. Rev peptide-RRE RNA binding, FRET. inhibition, % at 8 µM;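 active = inhibition above the screen-wide mean plus 3 SD, cut at about 35% in these data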;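 also: 0% = median DMSO wells and 100% = median Neomycin B control wells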
# Target sequence (P05866 whole entry, looked up): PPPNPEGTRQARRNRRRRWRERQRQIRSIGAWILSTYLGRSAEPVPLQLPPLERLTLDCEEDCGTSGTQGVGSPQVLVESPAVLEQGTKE
#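 Test system – labelled RRE RNA duplex and labelled Rev peptide · Reagent – labelled Rev peptide · Doses – one concentration, 8 µM nominal · Incubation – 5 + 15 min at 25 °C · Signal – FRET fluorescence readout · Read-out basis – % inhibition of FRET ratio versus controls · Control set – DMSO wells as 0% and neomycin B wells as 100% inhibition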
# MT1-MMP txn act: MT1-MMP promoter transcription activation; HT1080 MT1-MMP promoter luciferase reporter, luminescence, overnight; hits give high values; activation factor at 10 µM; hit rate 0.16% among 86,000;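 active = activation factor of at least 2 for MT1-MMP transcription at 10 µM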
# FAK blocker: FAK (human) kinase inhibition | Q05397 | biochemical FAK kinase activity assay | inhibition, %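 (tested at 7 µM)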 | hit rate 0.84% among 97,000 | AID 727; in the data active = inhibition above about 19%;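 also: 0% = DMSO and 100% = reference compound high control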
# EphB4 antag: blocks human EphB4 binding to ephrin-B2; P54760; EphB4 LBD / TNYL-RAW-Alexa532 peptide, fluorescence polarization; inhibition, % at 7 µM; hit rate 0.15% among 97,000; AID 720;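 active = inhibition above the screen-wide mean inhibition plus 3 SD, cut at about 15% in these data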;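 also: 0% = DMSO wells and 100% = excess unlabeled TNYL-RAW peptide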
# PLK1 PBD inh: inhibitors of human Plk1 polo box domain binding | hit rate 0.13% among 97,000 | Plk1 PBD phosphopeptide binding, fluorescence polarization | inhibition, %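 (tested at about 20 µM)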; in the data active = inhibition above about 34%, passing the limit was not always enough
# PLAP activator: activates human placental alkaline phosphatase; P05187; purified PLAP enzyme, luminescent substrate read-out; hits give high values; AID 696; hit rate 1.2% among 96,000; activation fold at 20 µM; in the data active = activation fold above about 2
# Target sequence (P05187 whole entry, looked up): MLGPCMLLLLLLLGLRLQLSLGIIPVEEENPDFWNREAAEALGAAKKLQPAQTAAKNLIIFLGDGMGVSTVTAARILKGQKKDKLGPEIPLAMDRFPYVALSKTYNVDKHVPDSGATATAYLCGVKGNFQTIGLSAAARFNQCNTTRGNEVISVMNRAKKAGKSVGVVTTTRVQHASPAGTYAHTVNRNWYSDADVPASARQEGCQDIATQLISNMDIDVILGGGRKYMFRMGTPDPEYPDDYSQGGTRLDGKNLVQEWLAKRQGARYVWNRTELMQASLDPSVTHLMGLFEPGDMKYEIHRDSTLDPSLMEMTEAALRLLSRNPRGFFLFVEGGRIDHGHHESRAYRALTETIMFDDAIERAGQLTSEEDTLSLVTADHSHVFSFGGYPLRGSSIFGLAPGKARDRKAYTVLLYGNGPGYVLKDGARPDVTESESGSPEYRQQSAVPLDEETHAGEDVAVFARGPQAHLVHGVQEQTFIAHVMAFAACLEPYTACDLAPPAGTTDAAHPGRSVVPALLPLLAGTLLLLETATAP
# PLK1 inh: PLK1 (human) kinase inhibition; inhibition, % at 10 µM; hit rate 0.53% among 97,000; recombinant PLK1 kinase, TR-FRET peptide phosphorylation;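 active = inhibition of 50% or more in the single-concentration screen; inactive = inhibition below 50%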;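 also: 0% = DMSO max control and 100% = H-89 dihydrochloride min control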
# S1P2 ag: S1P2 (human) receptor agonism. AID 729. activation, % at 4.5 µM. hit rate 0.46% among 97,000. S1P2-expressing cell line, agonist reporter read-out; in the data active = activation above about 16%;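 also: 0% = vehicle low control and 100% = maximal reference agonist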
# Target sequence (O95136 whole entry, looked up): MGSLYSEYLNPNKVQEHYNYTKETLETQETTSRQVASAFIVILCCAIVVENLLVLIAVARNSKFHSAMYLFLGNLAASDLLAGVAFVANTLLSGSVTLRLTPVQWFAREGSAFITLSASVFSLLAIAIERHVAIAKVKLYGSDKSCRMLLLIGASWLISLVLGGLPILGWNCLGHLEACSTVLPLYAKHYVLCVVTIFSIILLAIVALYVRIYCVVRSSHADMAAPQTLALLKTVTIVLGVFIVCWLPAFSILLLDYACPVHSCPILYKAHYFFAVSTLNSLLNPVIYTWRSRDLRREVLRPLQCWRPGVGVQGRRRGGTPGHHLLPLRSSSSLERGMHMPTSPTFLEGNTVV
# S1P2 antag: blocks the human S1P2 receptor; O95136; inhibition, % at 5 µM; cell-based S1P2 antagonist assay, inhibition at 5 uM; AID 736; hit rate 0.21% among 97,000; in the data active = inhibition above about 45%;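 also: CRE beta-lactamase reporter cells expressing human S1P2 stimulated with S1P; 0% = agonist at EC80 alone and 100% = agonist plus reference antagonist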
# An asterisk follows results filed as active; . = not tested or not shown.
PLK1 inh,PLAP activator,S1P2 antag,FAK blocker,MT1-MMP txn act,PLK1 PBD inh,EphB4 antag,S1P2 ag,HIV Rev-RRE inh,canonical_smiles
-1,1.6,3,0,1.3,3,-7,-4,10,COc1ccc(NC(=O)CN2c3cccc4cccc(c34)S2(=O)=O)c(OC)c1
-7,.,-11,0,1,-12,1,-2,-1,COc1ccc(N(C(=O)c2ccco2)C(C(=O)NC2CCCC2)c2cccs2)cc1OC (stereo unspecified)
-6,.,0,9,0.9,-27,-1,-1,19,CCc1ccc(C2=CC(c3cc(Br)ccc3F)n3ncnc3N2)cc1 (stereo unspecified)
-14,0.9,1,0,.,-15,0,-9,7,CCCCc1c(O)n2c(nc3ccccc32)[nH]c1=O
-9,1.1,6,0,0.9,3,7,-4,5,Cc1nnc(SCc2ccc(Cl)cc2)n1CC1CCCO1 (stereo unspecified)
-3,0.8,-7,1,1.1,2,-4,-3,10,CC1(C)CC2CC(C)(CN2C(=O)COc2cccc3ccccc23)C1 (stereo unspecified)
-10,1.1,-25,0,1.2,2,1,0,5,Cc1ccnc2nc(C(=O)Nc3ccc(N4CCOCC4)cc3)nn12
-13,0.9,17,-1,1,-3,-2,-4,-1,CC1CCC(C(=O)NC(C(=O)N2CCc3ccccc3C2)C(C)C)CC1 (stereo unspecified)
-4,1,-4,-5,1,-7,-8,-3,-6,CCCc1nnc(NC(=O)CCC(=O)N2CCCCC2CC)s1 (stereo unspecified)
0,1.6,3,5,1.1,-4,4,-5,3,CC(=O)NC(Cc1ccc(C(C)C)cc1)C(=O)NC1CCN(c2nc(C)cc(C)n2)CC1 (stereo unspecified)
-18,0.8,15,-3,1.1,12,-1,-5,3,COc1ccc(CNC2=CC(=O)CC(C)(C)C2)cc1
-8,1,-5,-5,1.1,-2,1,2,0,COc1ccc(-c2cn3c(C)c(C(=O)Nc4cccc(NC(C)=O)c4)sc3n2)cc1
-21,1.5,4,2,.,9,-3,-4,3,CC(c1cccnc1)N(CCN(C)C)C(=O)Nc1ccc(Cl)cc1 (stereo unspecified)
1,0.9,1,-2,.,10,-6,-7,0,N/C(=N\OC(=O)C12CC3CC(CC(C3)C1)C2)c1ccccc1
8,0.9,-26,-6,.,11,-40,-3,1,Cc1cc(Nc2cccc(F)c2)n2c(n1)nc1ccccc12
-12,0.9,-8,3,1.2,-2,-1,-5,1,CCn1cnc2cc(NCc3ccncc3)ccc21
-3,1,-5,3,1.2,13,-9,-1,4,Cc1ccc(C(c2sc3nc(C)nn3c2O)N2CCN(c3ccccc3F)CC2)cc1 (stereo unspecified)
-16,1.2,-55,0,1.1,-17,1,-4,9,CC(Cc1c[nH]c2ccccc12)NC(=O)C1CCCNC1=O (stereo unspecified)
14,.,5,7,1.8,-12,-6,-4,2,O=c1cc(-c2ccc(F)cc2)oc2ccccc12
-17,1.2,-30,1,1,-8,3,31*,3,CN(C)c1nc(N)nc(CSc2n[nH]c(-c3ccccc3)n2)n1
-7,0.8,13,3,1.1,-15,3,-6,10,CN(C)CCn1c(C(=O)O)cc2ccccc21
-5,1,-9,-1,1.2,8,2,4,5,COC(=O)C1=CNC=C(C(=O)OC)C1c1cccc(OC)c1
-3,1,11,0,.,5,1,1,2,O=C(Nc1ccccc1)OCC1CCCN2CCCCC12 (stereo unspecified)
-10,1.1,-3,1,1.1,-2,2,-1,8,O=C(O)c1cc(CN2CCOCC2)oc1-c1ccccc1
-9,1.2,11,2,1,1,4,-4,24,CCCn1c(O)c(CN2CCCCC2)c(C)c(C#N)c1=O
-14,.,-16,-1,1.2,-4,-7,-4,20,CC1CCc2c(sc(NS(=O)(=O)c3ccccc3)c2C(=O)OC(C)C)C1 (stereo unspecified)
-1,1,8,-1,1,-16,-5,-3,10,CN(CCC(=O)Nc1ccc(Br)cc1)Cc1ccccc1
-1,0.9,-13,0,1.2,5,-4,-4,-2,CN(C(=O)c1ccncc1)c1nnc(-c2cnccn2)s1
-11,1.6,26,2,1.2,8,0,-5,6,CN1CCN(c2ccccc2NC(=O)Cc2cn(C)c3ccccc23)CC1
-8,1.6,2,1,1.1,8,3,-8,6,Cc1ccc(N(C)C(=O)N2CCN(S(=O)(=O)c3ccc(C)c(C)c3)CC2)cc1

# Quoted at random: 7 records from the list.
PLK1 inh,PLAP activator,S1P2 antag,FAK blocker,MT1-MMP txn act,PLK1 PBD inh,EphB4 antag,S1P2 ag,HIV Rev-RRE inh,canonical_smiles
-3,0.8,-7,1,1.1,2,-4,-3,10,CC1(C)CC2CC(C)(CN2C(=O)COc2cccc3ccccc23)C1 (stereo unspecified)
-8,1,-5,-5,1.1,-2,1,2,0,COc1ccc(-c2cn3c(C)c(C(=O)Nc4cccc(NC(C)=O)c4)sc3n2)cc1
-18,0.8,15,-3,1.1,12,-1,-5,3,COc1ccc(CNC2=CC(=O)CC(C)(C)C2)cc1
-17,1.2,-30,1,1,-8,3,31*,3,CN(C)c1nc(N)nc(CSc2n[nH]c(-c3ccccc3)n2)n1
-7,.,-11,0,1,-12,1,-2,-1,COc1ccc(N(C(=O)c2ccco2)C(C(=O)NC2CCCC2)c2cccs2)cc1OC (stereo unspecified)
-1,1,8,-1,1,-16,-5,-3,10,CN(CCC(=O)Nc1ccc(Br)cc1)Cc1ccccc1
-11,1.6,26,2,1.2,8,0,-5,6,CN1CCN(c2ccccc2NC(=O)Cc2cn(C)c3ccccc23)CC1

# The list goes on:
PLK1 inh,PLAP activator,S1P2 antag,FAK blocker,MT1-MMP txn act,PLK1 PBD inh,EphB4 antag,S1P2 ag,HIV Rev-RRE inh,canonical_smiles
-9,0.7,-10,0,.,-3,7,-3,4,CC(C)CCNC(=O)COC(=O)c1ccc(Br)o1
-8,1.1,-7,2,1.2,21,-1,-6,-3,CCC(Cc1ccccc1)NC(=O)CCn1cccc1 (stereo unspecified)
-10,2.4*,8,2,1,15,6,-3,5,CCOc1ccc(-c2nnc(SCc3nc4ccccc4[nH]3)n2N)cc1
2,0.9,-4,0,0.9,-4,1,-3,2,CCOC(=O)CNC(=O)CSc1ncnc2c1cnn2-c1ccccc1
-9,0.9,-4,0,.,-1,-1,-3,7,C=CCN(CC=C)S(=O)(=O)c1ccc(NC(=S)NC(=O)/C=C/c2ccc(C)cc2)cc1
-4,1,0,0,1,-28,8,-9,4,CCOc1c(CNCCNC(=O)c2nonc2N)cccc1OC
-8,.,13,-2,1.1,13,2,-10,4,C=CCSc1nnc(-c2ccccc2NC(C)=O)c(=O)[nH]1
-16,.,-10,1,1.1,-14,2,-6,8,Cc1ccccc1N1CCN(S(=O)(=O)c2ccccc2)CC1
-1,0.8,12,0,1.1,1,2,-9,7,O=C(NC1CCCCC1)c1ccc(CNc2ccccc2)o1
-5,1.3,-3,7,1.4,12,5,-5,5,c1ccc(-n2cnc3cc(NCc4ccccn4)ccc32)cc1
-4,1,-1,0,1.6,21,-3,-9,10,Cc1cc(NC(=O)c2oc3ccccc3c2C)ccc1-n1cnnn1
-1,0.7,-18,0,1.1,16,-4,1,1,N#CCSCC(=O)Nc1ccc(Br)cc1
-7,0.9,1,-2,.,-17,6,-2,6,O=C(CNC(=O)c1ccc(Cl)cc1)OCC(=O)c1ccc2c(c1)OCCO2
8,1.3,5,-10,1,-6,1,-2,10,C=CCSc1nc2c(cnn2-c2ccc(C)c(C)c2)c(=O)[nH]1
-16,.,-23,-1,1.2,4,1,-1,5,COc1ccc(Cc2nnc3n2N=C(c2cc4ccccc4o2)CS3)cc1OC
-12,1.6,-26,2,1.4,0,-1,-4,4,CCC(C)(C)NC(=O)CN(C(=O)c1snc(C(N)=O)c1N)c1ccc2c(c1)OCO2
2,1.5,-3,-1,0.9,-12,-8,-13,4,CCOC(=O)c1ccc(N2C(=O)CC(N3CCN(C/C=C/c4ccccc4)CC3)C2=O)cc1 (stereo unspecified)
-1,0.9,-8,-3,1.2,-9,-2,-3,6,CC(C)(C)C(=O)OCCn1c(=O)c2cc3c(=O)n(CCOC(=O)C(C)(C)C)c(=O)c3cc2c1=O
2,1.1,13,-1,.,-19,7,-2,14,Cc1ccc(/C=C(/C#N)c2nc(CCN3C(=O)c4ccccc4C3=O)cs2)cc1
-14,0.9,-8,0,.,-4,-49,-4,1,COc1ccc(NC(=S)NCCc2ccccc2)c(OC)c1
-7,0.8,11,7,1,-6,-1,-4,3,O=C(NC1CCc2ccccc21)C1CCN(S(=O)(=O)c2ccc(-n3cnnn3)cc2)CC1 (stereo unspecified)
-11,1.2,-1,1,1.1,5,0,-5,2,CCN1CCN(C(=O)c2ccc(Cl)c(S(=O)(=O)N3CCOCC3)c2)CC1
-7,1.1,-9,-3,.,-11,-1,-2,8,Nc1nc(CN2CCOCC2)cs1
-14,0.8,0,1,.,24,1,-1,6,CN1C=CC=C/C1=C1\SC(=S)N(c2ccccc2)C1=O
1,0.9,-9,7,.,-17,-5,0,1,CC(=O)c1c(C)n(-c2ccccc2)c2ccc(O)cc12
-14,1,-17,-5,1.1,-19,-7,-10,3,CCSc1nnc(NC(=O)CSc2nccn2-c2cc(C)cc(C)c2)s1
4,1,-20,3,1.2,-11,-3,-4,3,COc1ccccc1Nc1nc(N)nc(-c2cc3ccccc3o2)n1
8,1.3,-22,-2,.,-5,-4,-5,-1,COc1ccc(-c2c(C(C)=O)c(C)nc3sc4c(=O)n(-c5ccc(C)cc5)nnc4c23)cc1
-10,0.9,-1,-3,0.9,-5,1,-1,4,COC(=O)CSC1=C(C#N)C(c2cccc(F)c2)CC(=O)N1 (stereo unspecified)
-9,.,0,1,.,-22,-10,-4,13,CCCCOc1ccc(C(=O)C(CN2CCOCC2)c2ccccc2)cc1 (stereo unspecified)
-2,0.8,10,1,.,8,2,-4,9,CSc1nc(-c2ccco2)nn1C(=O)c1ccc(Cl)cc1
-13,1.3,3,10,1.2,2,10,-10,10,COc1ccc(C)cc1-n1nnnc1SCC(=O)c1cc(C)n(Cc2ccco2)c1C
-2,1.1,12,0,1.1,7,2,0,5,COc1cc(OC)nc(NC(=O)NS(=O)(=O)c2ccc(OC(F)(F)F)cc2)n1
-8,1.3,-2,2,1,0,4,-5,4,O=C(c1ccco1)N1CCN(c2c(-c3ccccc3)c3cc(Cl)ccc3[nH]c2=O)CC1
-19,1.7,10,-1,1.1,6,-3,-4,2,Clc1ccc(CSc2ncn[nH]2)cc1
-10,0.8,23,2,1,4,-2,-3,14,O=c1c2c(n3nnnc3n1Cc1ccccc1)-c1ccccc1CC21CCCC1
-8,1,8,2,1.3,-9,7,-11,3,COc1ccc(-c2nnc(SCc3cccc(C)c3)n2N)cc1
-1,0.8,17,2,.,37,-1,-6,7,O=[N+]([O-])c1ccccc1S(=O)(=O)NCCC1=CCCCC1
-4,1,5,-5,1.1,31,-4,-1,-1,COc1ccc(C(CNC(=O)c2ccc(N3CCCC3=O)cc2)N(C)C)cc1 (stereo unspecified)
-32,0.8,-22,0,1,2,1,-2,15,COc1ccc2[nH]c(=O)c(CN(Cc3cccs3)Cc3nnnn3Cc3ccccc3)cc2c1
-12,1.2,21,2,1.8,-4,1,-9,8,Cc1ccc(N2C(=O)c3ccc(N)cc3C2=O)cc1C
-7,1.2,11,-1,1.3,2,3,-3,7,CCOC(=O)Cc1csc(NC(=O)c2cccc(OC)c2)n1
-15,1.1,-3,7,1.2,11,4,-8,6,O=C(N/N=C\c1cc(Br)cs1)C1COc2ccccc2O1 (stereo unspecified)
